HEK293 cAMP ctrl: counter-screen for TSHR agonists: cAMP increase in parental HEK293. Potency, µM (highest dose often 57.1 µM), inactives show top-dose activation, usual class: activators. parental HEK293 CNG cAMP sensor, membrane potential fluorescence. AID 938. 73,000 tested, 2.5% active; further: potency means the concentration at half of the fitted maximal effect; % of control where 0% means no effect; nearly all actives have a fitted effect of over 55% in size
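Parental HEK 293 cells stably expressing a cAMP-gated CNG channel were loaded with membrane potential dye containing 100 uM RO 20-1724 for 60 min. Compound added for 30 min; depolarization read as fluorescence intensity at 590 nm.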
Fluorescein fluor: compound fluoresces in the fluorescein spectral region. Compound autofluorescence, 480/540 nm, fluorescein-equivalent; hits give high values. max fluorescein-equivalent concentration, M. 59,000 tested, 0.91% active. AID 593; in the data active means max fluorescein-equivalent concentration above about 10 nM; inconclusive means between about 1.1 nM and that limit
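Spectral profiling of library compounds in the fluorescein window (480 nm excitation, 540 nm emission) after 15 min at room temperature in pH 8.0 Tris (100 mM). Values are dye-equivalent concentrations.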
BRCT PPI green: BRCA1 BRCT-phosphoprotein interaction inhibition; P38398; BRCA1 BRCT-phosphopeptide binding, green fluorescence polarization; 75,000 tested, 0.05% active; Potency, µM (highest dose often 76.9 µM), for the others: top-dose activity change, negative = inhibition, usual class: inhibitors; AID 875;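 further: potency means the concentration at half of the fitted maximal effect; plate controls were peptide without protein for full effect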
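Compounds were incubated for 12 min at room temperature with a complex of 100 nM fluorescein-tagged pBACH1 decapeptide and 250 nM His-tagged BRCT protein. Buffer was phosphate pH 7.3 with EDTA, DTT and Tween 20. Disruption of binding lowers the polarization signal.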
Casp1 inh: caspase-1 (human) inhibition, allosteric or competitive; Potency, µM (doses to about 57.5 µM), for inactives: top-dose activity change, negative = inhibition, usual class: inhibitors; Caspase-1 enzyme, Ac-WEHD-AFC fluorogenic rate; 75,000 tested, 0.03% active; AID 900; P29466;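 further: potency means the concentration at half of the fitted maximal effect; plate controls were vehicle for no effect and no substrate for full effect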
UbGFP stabilizer: ubiquitin-GFP accumulation via proteasome inhibition | Ubiquitin-GFP reporter cells, proteasome inhibition, GFP fluorescence; response scale: untreated = 0%, 10 µM MG-132 = 100% | AID 526 | Potency, µM (doses to about 45.9 µM), for the others: top-dose activation (GFP accumulation), hits mostly activators | 67,000 tested, under 10 active; active means well fitted activation curve with a large enough effect, not every such curve was filed as active; inconclusive means small, poorly fitted or top-dose-only effect, or another doubt; inactive means no such curve, though single readings can be large or run the other way; further: potency means the concentration at half of the fitted maximal effect
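Proteasome blockade was scored as a rise in GFP-expressing U2OS cells carrying a ubiquitin(G76V)-GFP construct, imaged after 4 hr compound treatment at 37 °C across a 46 uM–2.9 nM series.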
USP2a inh: blocks human ubiquitin-specific protease USP2a; 60,000 tested, 0.1% active; Potency, µM (doses to about 38.3 µM), for inactives: at the top dose activity change, negative = inhibition, most hits filed as inhibitors; AID 927; USP2a enzymatic assay, qHTS inhibition; O75604;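 further: potency means the concentration at half of the fitted maximal effect; nearly all actives have a fitted effect of over 60% in size; plate controls were DMSO for no effect and NEM full inhibition control for full effect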
Target sequence (O75604 whole entry, looked up): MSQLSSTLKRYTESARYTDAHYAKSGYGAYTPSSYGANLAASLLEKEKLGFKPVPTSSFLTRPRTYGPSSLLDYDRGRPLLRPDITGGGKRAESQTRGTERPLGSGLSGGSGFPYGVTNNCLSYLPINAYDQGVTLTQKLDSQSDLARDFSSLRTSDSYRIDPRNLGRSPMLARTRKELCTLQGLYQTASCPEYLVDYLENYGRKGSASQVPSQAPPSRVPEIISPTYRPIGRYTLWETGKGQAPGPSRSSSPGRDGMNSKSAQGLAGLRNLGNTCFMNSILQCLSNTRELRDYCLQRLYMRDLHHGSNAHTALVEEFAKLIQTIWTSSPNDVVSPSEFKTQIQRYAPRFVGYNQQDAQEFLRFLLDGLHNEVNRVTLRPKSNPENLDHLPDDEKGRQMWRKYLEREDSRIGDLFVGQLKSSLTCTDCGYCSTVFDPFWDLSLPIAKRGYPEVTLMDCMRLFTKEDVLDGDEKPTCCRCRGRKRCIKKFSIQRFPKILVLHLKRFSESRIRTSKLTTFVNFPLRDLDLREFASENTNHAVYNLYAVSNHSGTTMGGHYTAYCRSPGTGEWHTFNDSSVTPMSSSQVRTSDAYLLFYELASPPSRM
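Inhibition is measured in a cell-free coupled assay with 20 nM USP2 core, 20 nM Ub-PLA2 and 20 uM NBD C6-HPC, 2.5 h incubation. Activity normalized to NEM control.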
Epigenetic mod: derepresses silenced GFP locus in mouse C127i cells | mouse C127i GFP locus derepression, cytometry, 30 h | Potency, µM (series often up to 46.1 µM), inactives show top-dose GFP derepression (activation) | 68,000 tested, 0.09% active | AID 597; further: % of control where 0% means no effect
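Murine C127i mammary cells carrying a silenced, stably integrated CMV-driven GFP reporter were treated with compound for 30 hours at 37 C. After PBS washes, GFP-positive cells were counted by laser-scanning microplate cytometry.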
A350 autofl: compounds fluorescent in Alexa 350 spectral region; Compound autofluorescence, 340/450 nm, Alexa 350 dye-equivalents; hits give high values; max dye-equivalent concentration, M; 59,000 tested, 11% active; AID 590; in the data active means max dye-equivalent concentration above about 10 nM; inconclusive means mostly about 1.1 nM to 9.6 nM
4MU fluor: 4-MU region autofluorescence; compound autofluorescence, 340/450 nm, 4-MU equivalents; hits give high values; max dye-equivalent concentration, M; 59,000 tested, 11% active; AID 589; in the data active means max dye-equivalent concentration above about 10 nM; inconclusive means mostly about 1.1 nM to 9.6 nM
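Intrinsic fluorescence at 340/450 nm (ex/em) was read after 15 min at room temperature in pH 8.0, 100 mM Tris. Each compound concentration expressed as 4-MU-equivalent concentration from a six-point 4-MU standard series on each plate.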
BRCT inh red: BRCT-phosphoprotein interaction inhibition (red fluorophore); 75,000 tested, 0.03% active; BRCT-phosphopeptide binding, red fluorescence polarization; Potency, µM (series often up to 76.9 µM), without a hit: top-dose activity change, negative = inhibition, most hits filed as inhibitors; AID 892; further: on the % scale 0 is the no-effect control and ±100 the full control effect
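Fluorescence polarization: 100 nM His-tagged BRCA1 BRCT with 100 nM TAMRA-labelled phospho-BACH1 decapeptide, phosphate buffer pH 7.3 with 150 mM NaCl, DTT, 0.01% Tween 20; 12 min RT. Binding inhibition seen as FP decrease.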
Casp7 inh: caspase-7 (human) inhibition, allosteric or competitive. P55210. recombinant caspase-7, Ac-DEVD-AFC fluorescence rate. Potency, µM (series often up to 57.5 µM), inactives show at the highest dose activity change, negative = inhibition, hits mostly inhibitors. 75,000 tested, 0.02% active; active means well fitted inhibition curve with a large enough effect in the main read-out, with a control signal flat, not every such curve was filed as active; inconclusive means small, poorly fitted or top-dose-only effect, or a change in a side signal; further: potency means the concentration at half of the fitted maximal effect; % of control where 0% means no effect
Target sequence (P55210 24-198 limits assumed): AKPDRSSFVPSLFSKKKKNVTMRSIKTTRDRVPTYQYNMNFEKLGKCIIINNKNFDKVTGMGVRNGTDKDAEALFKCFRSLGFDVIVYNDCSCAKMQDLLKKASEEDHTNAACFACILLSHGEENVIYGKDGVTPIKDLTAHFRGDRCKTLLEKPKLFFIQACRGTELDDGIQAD
Target sequence (P55210 207-303 limits assumed): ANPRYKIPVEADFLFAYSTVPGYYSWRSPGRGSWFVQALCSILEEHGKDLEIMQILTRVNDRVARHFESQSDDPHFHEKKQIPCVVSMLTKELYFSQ
Active calls of the source: *; i = inactive; ? = inconclusive; . = not tested or not shown; [ ] = dose if it differs, or a comment. Unless noted, the call rests on the fitted dose curve; in most records, active means well fitted curve in the direction sought with a large enough effect; inconclusive means small, poorly fitted or top-dose-only effect, or another doubt; inactive means no such curve, though single readings can be large; an effect the other way counts as inactive or inconclusive.

SMILES	HEK293 cAMP ctrl	Fluorescein fluor	BRCT PPI green	Casp1 inh	UbGFP stabilizer	USP2a inh	Epigenetic mod	A350 autofl	4MU fluor	BRCT inh red	Casp7 inh
C=CCn1c(=O)c(C(=O)Nc2ccccc2OC)c(O)c2ccccc21	8%[11.4 µM]	.	-1.5%	1%	7%[9.17 µM]	-4%[7.66 µM]	2%	.	.	0.7%	0%
COc1ccccc1N1CCN(C(=O)c2cc(-c3cccc(Cl)c3)on2)CC1	5%	i	-0.7%	-1%	-4%	5%	0%	i	i	-2.1%	-1%
O=C(CSc1n[nH]c(=O)n1C1CC1)Nc1cc(Cl)ccc1Oc1ccccc1	13µM*	i	0.1%	-1%	1%	17%	-4%	i	i	-1.3%	-2%
CCCC(=O)NCCc1c2n(c3ccc(OC)cc13)Cc1ccccc1-2	-26%	?	-1.7%	-1%	3%	-2%	-2%	7.8e-08M*	8e-08M*	-2.2%	4%
COc1ccc(-c2cc(C(=O)NCc3cccnc3)no2)cc1	4%	i	-1.1%	0%	7%	0%	-1%	i	i	0.7%	1%
O=C(NCC(c1cccnc1)N1CCN(c2ccccc2)CC1)OCc1ccccc1 (stereo not drawn)	22%	?	-1.0%	2%	7%	17%	-2%	i	i	0.8%	-2%
COc1ccc(NC(=O)CN2C(=O)C(C)Oc3ccccc32)cc1 (stereo not drawn)	2%	i	-4.1%	2%	-2%	-16%	2%	i	i	-1.1%	-14%
CCOC(=O)c1oc2c(O)c(O)ccc2c(=O)c1-c1nncn1-c1ccccc1	2%	i	-0.8%	0%	8%	-6%	-2%	i	i	0.0%	-1%
O=C(Nc1ccc2nsnc2c1)c1cccs1	14%	i	1.0%	?	4%	4%	-3%	?	?	0.0%	-26%
CCC(=O)c1ccc(N2CCN(C(=O)c3ccc(Br)cc3)CC2)c(F)c1	20%	i	1.9%	5%	-3%	4%	15%	i	i	0.2%	-1%

Copied from the list.
`COc1ccccc1N1CCN(C(=O)c2cc(-c3cccc(Cl)c3)on2)CC1` | Epigenetic mod: 0%
`COc1ccc(-c2cc(C(=O)NCc3cccnc3)no2)cc1` | USP2a inh: 0%

(more compounds)
SMILES	HEK293 cAMP ctrl	Fluorescein fluor	BRCT PPI green	Casp1 inh	UbGFP stabilizer	USP2a inh	Epigenetic mod	A350 autofl	4MU fluor	BRCT inh red	Casp7 inh
CCn1c(-c2ccc3[nH]c(C)c(C)c3c2)n[nH]c1=S	5%	.	-1.0%	-1%	14%	6%	-4%	.	.	-0.4%	0%
C#CCCCO/N=C1/C[C@@H](O)[C@@H](O)[C@@H]2[C@@H]3C(=O)N(CCC(=O)OCC)C(=O)[C@H]3CC[C@@H]12	0%[11.4 µM]	.	-1.3%[15.4 µM]	-3%[11.5 µM]	.	.	.	.	.	-0.7%[15.4 µM]	-1%[11.5 µM]
FC(F)(F)c1ccccc1-c1nccc(NCCN2CCOCC2)n1	18%	i	-1.0%	3%	5%	-6%	2%[9.22 µM]	i	i	0.6%	-2%
CCOC(=O)c1c(C)[nH]c(C(=O)Cn2nnc(-c3ccccc3Cl)n2)c1C	1%	i	-2.0%	-1%	-4%	8%	0%	i	i	0.0%	-2%
c1cncc(-c2nccc(NCc3cccs3)n2)c1	14%	i	0.8%	-5%	4%	4%	2%[9.22 µM]	i	i	-1.8%	-13%
CC1=NOC2(C1)/C(=N/O)CCC/C2=N\O (stereo not drawn)	2%	?	-2.6%	-1%	-2%	0%	-2%	i	i	1.2%	0%
Cc1ccccc1NC(=O)N1C2CCCC1CC(NC(=O)C(C)(C)C)C2 (stereo not drawn)	-2%	i	-2.2%	1%	0%	13%	-2%	i	i	-1.5%	-1%
Cc1ccccc1C1CC(c2ccc(F)cc2)Nc2nc(N)nn21 (stereo not drawn)	12%	.	-1.7%	1%	-9%	.	.	.	.	0.1%	-4%
CN(C)c1ccc(/C=[N+](\[O-])C2SC(=S)N(C)C2(C)C)cc1 (stereo not drawn)	2%	?	-0.2%	1%	.	0%	-5%	2.1e-08M*	1.7e-08M*	-0.2%	-2%
COc1cc2c3c(c1)C1(C(=O)N3C(C)(C)C=C2C)C(C#N)=C(N)Oc2cc(O)ccc21 (stereo not drawn)	14%	i	-0.9%	-1%	-3%	0%	6%	i	i	0.5%	-1%
Nn1c(-c2ccccn2)nnc1-c1ccccn1	?	i	0.0%	-2%	3%	-2%	4%	i	i	0.6%	2%
CCOc1ccccc1NC(=O)C1CCCN(C(=O)NCc2ccccc2)C1 (stereo not drawn)	21%	?	2.1%	3%	-5%	-2%	2%	i	i	0.0%	0%
O=C(Nc1ccccc1O)c1cc(S(=O)(=O)N2CCOCC2)ccc1Cl	3%	i	0.7%	-1%	7%	33%[activator]	-1%	i	i	1.1%	-2%
CCC(=NCCN1CCNCC1)C1=C(O)CC(C)(C)CC1=O	2%	i	-1.0%	-4%	4%	2%	3%	i	i	-4.0%	-1%
Cc1nn(C)cc1C(N)=O	3%	i	-1.0%	0%	4%	0%	0%	i	i	0.0%	2%
CC(C)C(OC(=O)c1cccs1)C(=O)NCc1ccco1 (stereo not drawn)	25%	i	-2.1%	-1%	2%	1%	0%	i	i	0.6%	-3%
O=C(CC12CC3CC(CC(C3)C1)C2)NCCN1CCOCC1	1%	i	2.0%	0%	-4%	0%	0%	i	i	0.4%	-1%
Cc1cccc(N(Cc2ccccc2F)S(C)(=O)=O)c1	18%	i	-1.0%	-3%	8%	0%	0%	i	i	0.8%	1%
CC(=O)N1CCN(c2ccc(Oc3nnnn3-c3ccccc3)cc2)CC1	6%	i	-0.2%	2%	-9%	2%	-2%	i	i	-0.1%	0%
O=C1C2=CC[C@H]3C(=O)N(Cc4ccc5c(c4)OCO5)C(=O)[C@@H]3[C@@H]2[C@H](O)[C@@H]2O[C@H]12	1%[11.4 µM]	.	-0.1%[15.4 µM]	-1%[11.5 µM]	.	.	.	.	.	1.1%[15.4 µM]	-4%[11.5 µM]

The list goes on; the last 4 above are carried over.
SMILES	HEK293 cAMP ctrl	Fluorescein fluor	BRCT PPI green	Casp1 inh	UbGFP stabilizer	USP2a inh	Epigenetic mod	A350 autofl	4MU fluor	BRCT inh red	Casp7 inh
O=C(CC12CC3CC(CC(C3)C1)C2)NCCN1CCOCC1	1%	i	2.0%	0%	-4%	0%	0%	i	i	0.4%	-1%
Cc1cccc(N(Cc2ccccc2F)S(C)(=O)=O)c1	18%	i	-1.0%	-3%	8%	0%	0%	i	i	0.8%	1%
CC(=O)N1CCN(c2ccc(Oc3nnnn3-c3ccccc3)cc2)CC1	6%	i	-0.2%	2%	-9%	2%	-2%	i	i	-0.1%	0%
O=C1C2=CC[C@H]3C(=O)N(Cc4ccc5c(c4)OCO5)C(=O)[C@@H]3[C@@H]2[C@H](O)[C@@H]2O[C@H]12	1%[11.4 µM]	.	-0.1%[15.4 µM]	-1%[11.5 µM]	.	.	.	.	.	1.1%[15.4 µM]	-4%[11.5 µM]
O=C(NC1CCCCC1)C(c1ccco1)N(Cc1cccs1)C(=O)Cn1nnc2ccccc21 (stereo not drawn)	16µM*	?	-2.6%	-1%	4%	2%	-1%	i	i	0.2%	1%
CCc1ccccc1NC1c2ccccc2C(=O)N1c1cc(C)ccn1 (stereo not drawn)	14%	.	-1.9%	-4%	-2%	.	.	.	.	-2.0%	-2%
CC(=O)OC[C@@H]1O[C@@H](O/N=C2/C[C@@H](O)[C@@H](O)[C@@H]3[C@@H]4C(=O)N(C(C)(C)C)C(=O)[C@H]4CC[C@@H]23)[C@H](OC(C)=O)[C@H](OC(C)=O)[C@@H]1OC(C)=O	12%[11.4 µM]	.	1.4%[15.4 µM]	-2%[11.5 µM]	.	.	.	.	.	1.6%[15.4 µM]	0%[11.5 µM]
N#Cc1c(N)nc(SCC(=O)NC2CCCCC2)c(C#N)c1-c1ccc(Cl)cc1	-1%	?	-6.8%	-3%	-1%	9%	-1%	6.9e-08M*	5.7e-08M*	0.4%	0%
CSC(=O)CC(=O)NC(=O)c1ccccc1	-16%	i	2.5%	-2%	10%	5%	-2%	?	?	1.5%	1%
O=C(CCCOc1ccc(Cl)cc1)Nc1nncs1	-2%	i	0.3%	0%	1%	18%	-2%	i	i	0.1%	-9%
CC1CCCCN1S(=O)(=O)c1ccc2c(c1)CCN2C(=O)CCC(=O)O (stereo not drawn)	16%	i	-1.4%	1%	0%	1%	0%	i	i	0.0%	0%
CC1(C)CC(=O)C2=C(C1)Oc1ncn(Cc3ccco3)c(=N)c1C2c1ccccc1 (stereo not drawn)	12%	i	4.0%	-1%	6%	16%	0%	?	i	0.8%	-5%

Not all compounds are listed; the hit share may differ from the screen's.
